PhoP GFP inhibition: PhoP regulon inhibitors, Salmonella typhi PhoP promoter GFP reporter, confirmatory (AID 1850); Salmonella Typhi PhoP-promoter GFP reporter, fluorescence, 4 h; higher % means a stronger effect; one-dose inhibition, % at 50 µM; IC50 in µM for titrated hits; 310,000 compounds, 0.33% hits; in the data active = a potency from the dose series; inconclusive = inhibition mostly from about 25% at the one dose, without a potency; inactive = the rest, 99 in 100 with inhibition below about 19%;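 also: 0% = induced wells with vehicle and 100% = uninduced wells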
VEEV TC-83 Vero: inhibitors of VEEV TC-83 cytopathic effect, confirmation, Vero cells (AID 588727); Vero cells, VEEV TC-83 cytopathic effect inhibition; higher % means a stronger effect; 350,000 compounds, 0.13% hits; inhibition, % at 20 µM; hits with a dose series show IC50 in µM; in the data active = a potency from the dose series; inconclusive = inhibition mostly from about 14% at the one dose, without a potency; inactive = the rest, 99 in 100 with inhibition below about 12%; also: strong numbers were not always called active
M. tuberculosis: growth inhibition of non-replicating M. tuberculosis (AID 488890); one-dose inhibition, % at 25 µM; IC50 in µM for titrated hits; 320,000 compounds, 0.39% hits; Mycobacterium tuberculosis non-replicating, growth inhibition; higher % means a stronger effect; in the data active = a potency from the dose series; inconclusive = inhibition mostly from about 82% at the one dose, without a potency; inactive = the rest, 99 in 100 with inhibition below about 76%;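 also: plate controls were DMSO cells for no effect and high antibiotic wells for full effect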
influenza NS1A: NS1A inhibition, H1N1 influenza, cell based functional assay (AID 504329); NS1A functional cell-based assay, percent inhibition; higher % means a stronger effect; one-dose inhibition, % at 12.5 µM; IC50 in µM for titrated hits; 340,000 compounds, 0.3% hits; in the data active = a potency from the dose series; inconclusive = inhibition above about 27% without an active follow-up result; also: strong numbers were not always called active
H37Rv inhibition: M. tuberculosis growth inhibition, HTS (AID 449762). M. tuberculosis H37Rv growth inhibition, 7H9 media; higher % means a stronger effect. one-dose inhibition, % at 25 µM; IC50 in µM for titrated hits. 330,000 compounds, 0.59% hits; in the data active = a potency from the dose series; inconclusive = inhibition above about 70% without an active follow-up result;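 also: bacterial growth assessed after seven days of incubation; strong numbers were not always called active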
VEEV TC-83 Vero 10K pilot screen: recorded beside VEEV TC-83 Vero, whose call it bears; inhibition, %; measured here: 10K pilot screen inhibition
* marks the source's active call; other numbers are inactive results; i = inactive; ? = inconclusive; . = no result given.

SMILES	PhoP GFP inhibition	VEEV TC-83 Vero	M. tuberculosis	influenza NS1A	H37Rv inhibition	others
NC(=O)COc1c(-c2ccco2)oc2ccccc2c1=O	36.0%	0.3%	15.4%	-5.2%	2.7%
CCOc1ccc(-c2n[nH]c(C)c2-c2ccccn2)c(O)c1	-6.4%	0.2%	2.8%	4.0%	4.6%
CN(CC(=O)O/N=C(\N)c1cccc([N+](=O)[O-])c1)S(=O)(=O)c1ccccc1	-5.8%	3.0%	11.9%	26.1%	22.2%
CCc1cc(OCCCSc2nc(C)cc(=O)[nH]2)ccc1Cl	2.7%	23.4%	62.0%	-2.5%	7.4%
COc1ccc(NC(=O)CC(c2ccc(F)cc2)c2ccc(OC(C)C)cc2)cc1 (stereo not drawn)	-1.1%	0.3%	-4.3%	1.7%	18.0%
O=C(CCCOc1ccc(Cl)cc1)Nc1ccc(N2CCOCC2)cc1	-4.1%	0.6%	79.3%	-2.8%	2.8%
N#C/C(=C/c1cccc(C(F)(F)F)c1)c1nc(CCN2C(=O)c3ccccc3C2=O)cs1	0.7%	2.9%	1.5%	-1.6%	-1.1%
O=C(OCc1ccco1)c1cccnc1	-4.7%	0.8%	72.9%	-4.4%	0.7%
CCCc1cc(=O)c2c(O)ccc(OC)c2o1	-0.7%	1.2%	11.1%	-12.8%	4.9%
O=C(CN1CCN(c2ccccc2O)CC1)Nc1ccc2c(c1)CCC2	-8.1%	1.7%	82.0%	6.2%	5.4%
O=C(CSc1c[nH]c2ccccc12)NCC1CCCO1 (stereo not drawn)	-7.7%	1.5%	-16.1%	-9.9%	-2.6%
CCc1ccc(NC(=O)c2ccc(F)c(S(=O)(=O)N(CC)c3ccccc3)c2)cc1	-2.3%	0.3%	-9.6%	-9.1%	-1.9%
Cc1nc(COC(=O)c2ccc(CO)cc2)cs1	-2.7%	5.0%	0.4%	2.0%	-2.7%
CCOC(=O)c1cnn(-c2nc(OC)cc(OC)n2)c1C(F)(F)F	3.7%	0.8%	10.3%	-3.0%	-7.6%
CC(NC(=O)CSc1ncccc1C(=O)O)C1CC2CCC1C2 (stereo not drawn)	8.2%	1.0%	24.4%	-7.7%	-0.5%
Cc1cc(C)cc(OCc2nnc(SCC(=O)c3ccccc3)o2)c1	-8.1%	i	-6.8%	-5.9%	-3.9%
Cc1nn(C)c(C)c1CCC(=O)N1CCCC(C(=O)c2cccc(OC(C)C)c2)C1 (stereo not drawn)	10.2%	i	17.4%	-5.6%	3.0%
O=C(Nc1cccc(Cl)c1)C1CCCCC1	8.9%	9.7%	50.0%	-6.2%	1.7%
COCc1cc(=O)[nH]c(/N=C(\N)Nc2ccc(Cl)c(Cl)c2)n1	-21.7%	1.4%	5.6%	.	6.7%
S=C(Nc1ccccc1Cl)N1CCCC(c2ccccc2)=N1	-3.1%	3.2%	19.5%	-20.8%	19.1%
N#Cc1cnc(Nc2ccc(F)cc2)nc1N	-6.8%	1.1%	-3.3%	-17.0%	2.5%
COc1cccc2[nH]c3c(N4CCCC(C)C4)ncnc3c12 (stereo not drawn)	-6.8%	1.0%	31.2%	3.0%	2.0%
O=C(O)/C=C\C(=O)Nc1ccccc1F	11.1%	i	-7.8%	10.6%	2.3%
Cc1csc(SCCN2C(=O)c3ccccc3C2=O)n1	-13.9%	0.7%	-13.2%	-11.3%	1.4%
CN(C)C(=O)c1ccc(NC(=O)CSc2nc3ccccc3[nH]2)cc1	10.3%	0.4%	6.3%	10.2%	-9.7%
CN=C1CN(O)C(c2ccccc2)c2cc(Cl)ccc2N1 (stereo not drawn)	.	1.1%	.	0.6%	.
Cc1cc(C(=O)NNC(=O)c2cccc(N(C)C)c2)c(C)o1	-8.2%	3.2%	-7.7%	8.3%	-14.1%
CS(=O)(=O)c1ccc(-c2nnn(CC(N)=O)n2)cc1	-27.0%	0.7%	-3.5%	-4.6%	5.9%
S=C(NCc1ccncc1)Nc1ccc(Cl)cc1Cl	-6.4%	1.1%	48.6%	2.1%	-1.6%
COc1cc(/C=C2\SC(=Nc3ccccc3)N(CCc3c[nH]c4ccccc34)C2=O)ccc1OC(C)C(=O)O (stereo not drawn)	-4.6%	10.5%	-13.5%	19.9%	6.7%
CCOCc1nnc(NC(=O)CS(=O)(=O)c2ccc(C)cc2)s1	7.8%	i	-5.5%	-5.2%	-1.9%
O=C(CCCc1ccccc1)NCCC1=CCCCC1	-0.2%	0.9%	64.1%	3.5%	-3.4%
CC(C)n1c(SCC(=O)N2CCN(C)CC2)nc2c1c(=O)n(C)c(=O)n2C	-5.0%	0.5%	-7.2%	4.5%	-3.9%
COC(=O)C1=C(c2ccc(-c3ccccc3)c(F)c2)C[C@@H]2CC[C@H]1N2C(=O)NCc1cccc2ccccc12	.	0.8%	11.9%	-4.1%	-12.9%
Cn1c(=O)[nH]c(=O)c2c1nc(Br)n2CC(O)COc1ccccc1 (stereo not drawn)	6.1%	0.4%	-4.0%	-2.1%	-5.8%
CCCCOc1ccccc1C1NC(=O)NC(C)=C1C(=O)OCCOC (stereo not drawn)	9.2%	i	2.4%	-2.4%	-1.2%
CCS(=O)(=O)N1Cc2ccccc2CC1C(=O)N1CCN(c2ccccc2)CC1 (stereo not drawn)	-3.2%	i	9.4%	1.2%	-7.7%
N=c1oc2cc(O)ccc2cc1C(=O)Nc1ccc(F)cc1	-7.5%	1.7%	?	-0.3%	?
C=CCN(C(=O)c1ccccc1)c1ccc(OC)cc1	-12.7%	3.0%	-3.1%	-4.2%	0.3%	VEEV TC-83 Vero 10K pilot screen=0.0
O=C(c1ccc(F)cc1)c1c[nH]c(C(=O)NCc2ccco2)c1	-0.2%	8.4%	-0.7%	2.9%	2.0%
Cc1ccccc1C[n+]1cccc2ccccc21	-2.3%	0.0%	-7.4%	-12.0%	-0.9%
CC(C)Oc1ccc(Cc2cnc(=S)[nH]c2N)cc1	7.3%	2.0%	-2.9%	-9.5%	1.6%
O=S(=O)(c1ccc(-c2cn3ccccc3n2)cc1)N1CCOCC1	-6.5%	i	-3.3%	-11.3%	-6.2%
Cc1ccc(-c2nc3ccccc3c(=O)n2-c2cccc(O)c2)cc1	-0.8%	9.8%	12.1%	7.5%	19.0%
CC(C)(O)CC[C@@H](O)[C@](C)(O)[C@H]1CC[C@@]2(O)C3=CC(=O)[C@@H]4C[C@@H](O)[C@@H](O)C[C@]4(C)[C@H]3CC[C@]12C	-4.8%	2.6%	-5.0%	-0.8%	-5.9%
NC(=O)Nc1cccc(C(F)(F)F)c1	-0.2%	i	-5.2%	-2.0%	0.4%
CC(=O)c1cccc(NC(=O)Nc2cccnc2)c1	-1.6%	7.5%	28.7%	6.8%	0.4%
O=C1c2ccccc2C(=O)N1CCCn1nnc(-c2ccc(N3CCOCC3)cc2)n1	-15.6%	0.7%	-0.8%	-0.6%	4.6%
COc1ccc(S(=O)(=O)N2CCC3(CC2)OCCN3S(=O)(=O)c2ccc(C)cc2)cc1OC	2.2%	0.2%	3.8%	0.3%	10.3%
CC(C)/C=N/NC(=O)c1cc(Br)ccc1O	-5.4%	1.1%	43.2%	-7.7%	3.1%

Structures from the list above that have a furan ring, fused or not, in the order listed:
SMILES	PhoP GFP inhibition	VEEV TC-83 Vero	M. tuberculosis	influenza NS1A	H37Rv inhibition	others
NC(=O)COc1c(-c2ccco2)oc2ccccc2c1=O	36.0%	0.3%	15.4%	-5.2%	2.7%
O=C(OCc1ccco1)c1cccnc1	-4.7%	0.8%	72.9%	-4.4%	0.7%
Cc1cc(C(=O)NNC(=O)c2cccc(N(C)C)c2)c(C)o1	-8.2%	3.2%	-7.7%	8.3%	-14.1%
O=C(c1ccc(F)cc1)c1c[nH]c(C(=O)NCc2ccco2)c1	-0.2%	8.4%	-0.7%	2.9%	2.0%

Next section:
SMILES	PhoP GFP inhibition	VEEV TC-83 Vero	M. tuberculosis	influenza NS1A	H37Rv inhibition	others
Cc1cnc(C(=O)OCC(=O)Nc2cc(-c3cc(C)c(C)cc3C)nn2-c2ccccc2)cn1	4.0%	5.1%	1.8%	-3.5%	0.4%
CC1(c2ccccc2)NC(=O)N(CC(=O)NNC(=O)c2cccc(Cl)c2)C1=O (stereo not drawn)	.	i	-5.7%	-2.2%	-14.2%
Cc1cc(NC(=O)c2ccc(F)c(S(=O)(=O)N3CCCCC3)c2)no1	.	2.0%	.	-12.3%	.
N=c1c2c3c(sc2ncn1CCN1CCOCC1)CCCCC3	-5.4%	0.1%	-15.0%	0.1%	-5.6%
COC(=O)c1c(NC(=O)C2COc3ccccc3O2)sc2c1CCN(C(C)=O)C2 (stereo not drawn)	-5.5%	10.4%	30.1%	-3.6%	25.6%
COc1ccc(OC)c(NC(=O)CN(Cc2ccc(F)cc2)C2CCCCC2)c1	5.1%	i	4.5%	4.8%	18.8%
CC(C)OC(=O)CSc1nnc(Cc2ccccc2)n1C	-3.9%	2.3%	4.7%	3.6%	-3.4%
Cc1cccc(-n2c(O)c(C=NCCN3CCCCC3)c(=O)[nH]c2=O)c1	7.1%	i	-10.9%	-1.6%	-4.4%
CC1CCCC(NC(=O)CN(C)S(=O)(=O)c2cccc3cccnc23)C1C (stereo not drawn)	-20.9%	1.4%	17.3%	2.6%	1.5%
Cc1noc(NS(=O)(=O)c2ccc(NC(=O)/C=C/c3ccccc3)cc2)c1C	.	0.4%	39.4%	-0.9%	19.5%

Some of these compounds in order of SMILES length, low to high.
SMILES	PhoP GFP inhibition	VEEV TC-83 Vero	M. tuberculosis	influenza NS1A	H37Rv inhibition	others
N=c1c2c3c(sc2ncn1CCN1CCOCC1)CCCCC3	-5.4%	0.1%	-15.0%	0.1%	-5.6%
COC(=O)c1c(NC(=O)C2COc3ccccc3O2)sc2c1CCN(C(C)=O)C2 (stereo not drawn)	-5.5%	10.4%	30.1%	-3.6%	25.6%
Cc1cnc(C(=O)OCC(=O)Nc2cc(-c3cc(C)c(C)cc3C)nn2-c2ccccc2)cn1	4.0%	5.1%	1.8%	-3.5%	0.4%

The listing continues:
SMILES	PhoP GFP inhibition	VEEV TC-83 Vero	M. tuberculosis	influenza NS1A	H37Rv inhibition	others
CCOC(=O)c1ccc(NC(=O)NCc2ccccc2OC)cc1	8.1%	1.6%	45.3%	-10.3%	?
CCn1c(=O)cc(SCC(=O)Nc2ccc(C)cn2)c2ccccc21	-11.0%	9.2%	-18.1%	0.8%	-1.1%
Cc1cccc(/C(N)=N/OC(=O)CCCc2ccccc2)c1	-0.4%	0.9%	48.4%	-15.0%	-4.4%
Cc1cccc(CSc2ccc(S(=O)(=O)N3CCCC3)cn2)c1	.	3.3%	35.2%	0.2%	-8.4%
Nc1c(S(=O)(=O)c2cccs2)c2nc3ccccc3nc2n1CC1CCCO1 (stereo not drawn)	-9.2%	i	-2.5%	9.3%	6.6%
Cc1ccc(OCc2nnc(NC(=O)c3ccco3)s2)cc1	-23.8%	1.8%	6.0%	-22.3%	4.2%
COc1ccc2c(c1)C(=O)c1ccccc1CO2	9.3%	3.5%	-9.7%	0.6%	-0.5%
CCC1COCCS(=O)(=O)N1Cc1cccc(Cl)c1 (stereo not drawn)	0.9%	i	5.4%	-6.5%	0.0%	VEEV TC-83 Vero 10K pilot screen=0.0
COc1ccccc1NC(=O)N1CCn2c(nc3ccccc32)C1	4.8%	3.4%	.	-1.9%	.
COc1cc2c(cc1OC)CN(C(=O)C1CCC(=O)N(CCCN3CCOCC3)C1)CC2 (stereo not drawn)	-2.4%	0.0%	6.2%	3.7%	9.7%
Cc1ccc(NC(=S)NCc2ccc3c(c2)OCO3)cc1	-10.8%	2.1%	?	4.7%	5.8%
COc1ccc(N2CCN(C(=O)Cc3ccc(Cl)cc3)CC2)cc1	-7.4%	1.5%	78.4%	3.5%	9.8%

Looked up one by one from above:
SMILES	PhoP GFP inhibition	VEEV TC-83 Vero	M. tuberculosis	influenza NS1A	H37Rv inhibition	others
O=C(CCCOc1ccc(Cl)cc1)Nc1ccc(N2CCOCC2)cc1	-4.1%	0.6%	79.3%	-2.8%	2.8%
N#C/C(=C/c1cccc(C(F)(F)F)c1)c1nc(CCN2C(=O)c3ccccc3C2=O)cs1	0.7%	2.9%	1.5%	-1.6%	-1.1%
CC(C)/C=N/NC(=O)c1cc(Br)ccc1O	-5.4%	1.1%	43.2%	-7.7%	3.1%
CCC1COCCS(=O)(=O)N1Cc1cccc(Cl)c1 (stereo not drawn)	0.9%	i	5.4%	-6.5%	0.0%	VEEV TC-83 Vero 10K pilot screen=0.0
Cc1cccc(/C(N)=N/OC(=O)CCCc2ccccc2)c1	-0.4%	0.9%	48.4%	-15.0%	-4.4%
Cc1nc(COC(=O)c2ccc(CO)cc2)cs1	-2.7%	5.0%	0.4%	2.0%	-2.7%

Screening results deposited in PubChem BioAssay by Southern Research Specialized Biocontainment Screening Center.
